# POLH inh = inhibitors of human DNA polymerase eta. 390,000 tested, 1.2% active. Q9Y253. Potency, µM (doses to about 114 µM), for the others: top-dose activity change, negative = inhibition, actives largely listed as inhibitors. recombinant Pol eta, fluorescent DNA replication assay; note: % is set by controls: 0 for no effect and ±100 for the full control effect
#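 Pol eta at 10 nM preincubated with compounds 15 min at room temperature; reaction started with fluorescent substrate (50 nM final) and read kinetically at 0 and 10 min.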
# APEX1 inh = inhibitors of human APE1 endonuclease; AID 2517; P27695; recombinant APE1, TAMRA/BHQ-2 abasic DNA cleavage fluorescence; 350,000 tested, 0.35% active; Potency, µM (titrated, usually from 65.8 µM), for the others: at the highest dose activity change, negative = inhibition, most hits filed as inhibitors;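 note: plate controls were vehicle for no effect and reference inhibitor for full effect; nearly all actives have a fitted effect of over 55% in size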
# Target sequence (P27695 whole entry, looked up): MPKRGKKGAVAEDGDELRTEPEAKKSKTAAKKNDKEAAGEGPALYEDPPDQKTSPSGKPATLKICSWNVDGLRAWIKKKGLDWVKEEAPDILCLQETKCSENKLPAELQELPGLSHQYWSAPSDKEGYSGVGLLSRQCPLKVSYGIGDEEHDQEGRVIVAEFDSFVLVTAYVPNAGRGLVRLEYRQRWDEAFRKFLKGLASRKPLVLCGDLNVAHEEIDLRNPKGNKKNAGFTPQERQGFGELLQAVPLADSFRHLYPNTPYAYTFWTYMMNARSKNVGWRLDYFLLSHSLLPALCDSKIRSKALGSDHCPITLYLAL
#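 Activity was derived from the fluorescence gain between first and third kinetic reads (60 s intervals, ex 525/em 598 nm) after 50 nM THF-abasic TAMRA/BHQ-2 duplex was added to 0.75 nM APE1 preincubated 15 min with compound.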
# BLM inh = blocks DNA unwinding by human BLM helicase; recombinant BLM DNA unwinding, fluorescence dequenching; Potency, µM (highest dose often 56.1 µM), inactives show at the top dose activity change, negative = inhibition, usual class: inhibitors; 350,000 tested, 0.2% active;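 note: plate controls were vehicle for no effect and no enzyme for full effect; nearly all actives have a fitted effect of over 35% in size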
# Pol beta inh = DNA polymerase beta (human) inhibition; P06746; AID 485314; Pol beta primer extension/strand displacement, fluorescence kinetic; Potency, µM (titrated, usually from 114 µM), for inactives: at the highest dose activity change, negative = inhibition, actives largely listed as inhibitors; 340,000 tested, 1.3% active; note: % is set by controls: 0 for no effect and ±100 for the full control effect
#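 Enzyme-only controls used 10 nM Pol beta; buffer lacking enzyme served as negative control. Compound preincubated 15 min, then 50 nM substrate added; 0 and 10 min reads at room temperature.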
# Pol kappa inh = DNA polymerase kappa (human) inhibition; Q9UBT6; purified Pol kappa, fluorescent DNA synthesis assay, 10 min; Potency, µM (highest dose often 107 µM), inactives show at the highest dose activity, negative = inhibition, hits mostly inhibitors; 400,000 tested, 0.53% active; AID 588579; note: % is set by controls: 0 for no effect and ±100 for the full control effect
#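 Kinetic fluorescence screen: compound preincubated 15 min RT with 10 nM enzyme; 50 nM substrate (final) initiates; reads at 0/10 min.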
# BAZ2B block = BAZ2B (human) inhibition. AlphaScreen BAZ2B-H3K14Ac peptide displacement. Potency, µM (highest dose often 114 µM), without a hit: top-dose activity change, negative = inhibition, actives largely listed as inhibitors. 360,000 tested, 4.4% active. Q9UIF8; note: % is set by controls: 0 for no effect and ±100 for the full control effect; nearly all actives have a fitted effect of over 60% in size
#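 AlphaScreen luminescence quantifies BAZ2B engagement of H3K14Ac peptide; the protein and biotinylated peptide are both at 50 nM final, buffer PBS pH 7.4 with 0.01% Tween-20, all steps at room temperature.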
# POLI inh = inhibitors of human DNA polymerase iota; 390,000 tested, 1% active; Pol iota fluorescent replication assay, 10 min; Q9UNA4; AID 588590; Potency, µM (doses to about 115 µM), without a hit: top-dose activity, negative = inhibition, usual class: inhibitors
# Target sequence (Q9UNA4 whole entry, looked up): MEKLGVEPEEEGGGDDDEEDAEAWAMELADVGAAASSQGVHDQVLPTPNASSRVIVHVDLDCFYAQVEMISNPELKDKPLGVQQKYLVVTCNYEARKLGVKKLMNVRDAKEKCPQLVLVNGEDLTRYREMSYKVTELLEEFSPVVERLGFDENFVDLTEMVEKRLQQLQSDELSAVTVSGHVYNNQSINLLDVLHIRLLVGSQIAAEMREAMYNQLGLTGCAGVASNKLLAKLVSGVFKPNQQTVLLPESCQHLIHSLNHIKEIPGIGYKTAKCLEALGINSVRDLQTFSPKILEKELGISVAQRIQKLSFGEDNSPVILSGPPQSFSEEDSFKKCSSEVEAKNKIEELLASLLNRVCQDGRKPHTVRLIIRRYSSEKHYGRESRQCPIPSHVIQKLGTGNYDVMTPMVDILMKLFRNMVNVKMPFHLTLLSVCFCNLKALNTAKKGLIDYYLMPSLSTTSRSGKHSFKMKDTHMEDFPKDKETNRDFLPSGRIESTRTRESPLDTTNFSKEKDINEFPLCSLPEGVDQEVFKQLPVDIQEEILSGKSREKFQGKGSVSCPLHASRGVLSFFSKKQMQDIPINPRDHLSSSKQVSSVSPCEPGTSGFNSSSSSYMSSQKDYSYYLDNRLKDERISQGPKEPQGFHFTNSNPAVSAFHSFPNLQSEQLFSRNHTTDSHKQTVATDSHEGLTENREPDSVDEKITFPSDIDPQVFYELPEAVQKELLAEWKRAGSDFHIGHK
#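 Fluorescent replication assay read twice, at 0 min and 10 min after adding 50 nM (final) substrate. Enzyme (10 nM) and compounds were first incubated 15 min at room temperature; enzyme-free buffer wells were negative controls.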
# G9a block = blocks human histone lysine methyltransferase G9a; Q96KQ7; G9a H3K9 monomethylation, AlphaScreen, 2 h; Potency, µM (highest dose often 102 µM), without a hit: at the highest dose activity, negative = inhibition, hits mostly inhibitors; 350,000 tested, 8.8% active; note: % is set by controls: 0 for no effect and ±100 for the full control effect; nearly all actives have a fitted effect of over 75% in size
#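 AlphaScreen detection with an anti-monomethyl H3K9 antibody quantified product after a 2 h room-temperature reaction containing 500 nM biotinylated H3K9 peptide, 20 µM SAM and 20 nM enzyme, which had been preincubated 15 min with compound.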
# JMJD2A Tudor = blocks the human JMJD2A Tudor domain | Potency, µM (doses to about 114 µM), without a hit: at the top dose activity change, negative = inhibition, actives largely listed as inhibitors | O75164 | AlphaScreen JMJD2A-Tudor / H3K4me3 peptide binding | 390,000 tested, 4.4% active | AID 504339; note: % is set by controls: 0 for no effect and ±100 for the full control effect; nearly all actives have a fitted effect of over 50% in size
# * marks the source's active call; other numbers are inactive results; ? = inconclusive; . = no result given; & = joins results of further samples; [ ] = another dose, or the depositor's remark. Calls come from the whole dose curve; as a rule, active = well fitted curve in the direction sought with a large enough effect; inconclusive = small, poorly fitted or top-dose-only effect, or another doubt; inactive = no such curve, though single readings can be large; an effect the other way counts as inactive or inconclusive. Potency is the fitted concentration of half-maximal effect. The list is partial; rates above refer to the full screens.
# The line under a structure holds: POLH inh | APEX1 inh | BLM inh | Pol beta inh | Pol kappa inh | BAZ2B block | POLI inh | G9a block | JMJD2A Tudor
- CCOC(=O)c1c(NC(=O)CSc2nnc(CNc3ccc(F)cc3)o2)sc(C(C)=O)c1C
→ 9% | -10% | -4% | ? | -4% | 50µM* | 2% | 33%[2.33 µM] | -35%
- COc1ccc(S(=O)(=O)CCC(=O)NCc2ccc(C)o2)cc1
→ -3% | -3% | -2% | 26% | -4% | 1% | 7% | . | -26%
- Cc1ccc(S(=O)(=O)Nc2ccc3cn[nH]c3c2)c(C)c1
→ -4% | -8% | . | . | -17% | -1% | -2% | 6%[12.7 µM] | -19%
- CCc1nc2ccc(C(=O)NCCCN3CCN(c4ccc(F)cc4)CC3)cc2nc1CC
→ -4% | -7% | -3% | 29% | -8% | ? | 40%[activator] | -5% | -32%
- CCOC(=O)N1CCc2c(sc3ncn(Cc4ccc(F)cc4)c(=O)c23)C1
→ ? | 1% | -5% | -16% | -12% | -3% | ? | 7%[59 µM] | -6%
- O=C(NCc1ccc(Cl)cc1)c1ccc2c(=O)n(CC3CCCO3)c(=S)[nH]c2c1 (configuration not stated)
→ -12% | 69% | -4% | 20% | -4% | 2% | 80%[activator] | -4% | -19%
- CCOc1ccc(CCNC(=O)c2ccc(S(=O)(=O)N3CCCC3)cc2)cc1OCC
→ -4% | 51%[activator] | . | . | -6% | -38% | 14% | -11% | -20%
- COC(=O)c1ccccc1NC(=O)Cn1c(CCC(=O)O)ccc1-c1ccc(C)cc1
→ -18% | . | -1% | 10% | -2% | ? | 2% | ? | ?
- Cc1ccc(C(C(=O)NC2CCCC2)N(Cc2ccc(F)cc2)C(=O)c2snc(C(N)=O)c2N)o1 (configuration not stated)
→ ? | 50%[activator] | -9% | -14% | -6% | -26% | -1% | 1% | -16%
- CC(=O)N1CCN(S(=O)(=O)c2cccc(C(=O)Nc3nc4ccccc4[nH]3)c2)CC1
→ -8% | -2% | 1% | 3% | -15% | -38% | 3% | ? | -12%
- CCCCNC(=O)CCCCn1c(=S)[nH]c2c([nH]c3ccc(OC)cc32)c1=O
→ -14% | 3% | -7% | -23% | -1% | -5% | 14% | -8% | ?
- CCOC(=O)CC(C#N)c1cn(C)c2ccccc12 (configuration not stated)
→ -12% | 11% | -2% | 23% | -8% | -2% | 9%[58.9 µM] | -12%[12.7 µM] | -24%
- CC1CCN(c2csc3ccc(F)cc3c2=O)CC1
→ -18% | . | 0% | 12% | -12%[60.1 µM] | -20% | 20% | -3%[59 µM] | -28%
- O=c1oc(-c2ccccc2Cl)nc2ccsc12
→ -15% | -2% | -11% | 1% | -6% | 1% | ? | -33% | 12%
- CCCNC(=O)N1c2ccccc2Sc2ccccc21
→ -24% | 2% | -6% | 34% | -2% | 1% | -3%[58.9 µM] | . | 3%
- CCOC(=O)CN1C(=O)C2Cc3ccccc3CN2C1=S (configuration not stated)
→ 2% | -1% | -4% | 9% | 4% | -20% | 2% | 20µM* | -12%
- Clc1ccc(-c2nnc3sc(-c4ccc(Br)o4)nn23)c(Cl)c1
→ -3% | 3% | -2% | 1% | -13% | -21% | 9% | 10%[2.33 µM] | -9%
- C=CCNC(=O)c1ccc(OC)cc1
→ -13% | 53%[activator] | -3% | 21% | -9% | 5% | -23% | 12% | -1%
- CC(C)Oc1ccc(N2CC(C(=O)Nc3ccccn3)CC2=O)cc1 (configuration not stated)
→ -4% | -4% | -5% | -1% | -11% | -24% | 10% | 6% | -6%
- CC(C)c1ccc(NC(=O)CC2NCCNC2=O)cc1 (configuration not stated)
→ 6% | . | -1% | 26% | 7% | -7% | 3% | 2%[59 µM] | 2%
- Clc1ccc(C2[C@H]3CN(Cc4cccnc4)[C@H](c4ccccc4)C34CC2(c2cccnc2)C4)cn1 (some centres not stated)
→ -11% | -6%&-1% | -1%&-3% | 8% | -11% | -31% | -8% | -33%[59 µM] | ?
- CCc1ccccc1N(C)S(=O)(=O)c1ccc2c(c1)C(C)(C)C(=O)N2C
→ -14% | . | -2% | 6% | 0% | 3% | 7% | 8%[59 µM] | 7%
- Cn1ncc2cc(NC(=S)NC(=O)c3ccccc3)ccc21
→ 9% | -4% | -5% | 6% | -12% | ? | 30%[activator] | -19%[59 µM] | ?
- CCOC(=O)N1CCN(c2c(NCCN3CCN(Cc4ccccc4)CC3)c(=O)c2=O)CC1
→ -9% | -1% | 1% | -1% | -7% | -5% | -1% | -3% | -16%
- Cc1ccccc1OCC(=O)Nc1ccccc1C(=O)OCc1cc(=O)n2c(C)csc2n1
→ 2% | . | -9% | -4% | -8%[60.1 µM] | -4% | 3% | 0%[12.7 µM] | 7%
- COc1ccc(OCC(=O)N/N=C(\CCC(=O)O)c2cccs2)cc1
→ -21% | 5% | 0% | 5% | 1% | -8% | 43%[activator] | 13% | -25%
- Cc1ccc(N2C3=C(C(=O)CC(C)(C)C3)C(c3cn(C)nc3C)C3=C2CC(C)(C)CC3=O)cc1
→ -10% | . | . | . | -4% | . | ? | . | -33%[11.4 µM]
- Cc1nn(CCC(=O)N2CCN(c3ccccc3)CC2)c(C)c1S(=O)(=O)N1CCCC1
→ -13% | . | 0% | -17% | -3%[60.1 µM] | -37% | -14% | -20%[12.7 µM] | -8%
- COc1ccccc1N(C)S(=O)(=O)c1ccc(C(=O)NCc2ccc3c(c2)OCO3)cc1
→ -20% | -7% | -4% | 2% | -4% | ? | 64%[activator] | -17% | -8%
- COc1ccc(CNc2ccc3c(c2)nc(C)n3C)cc1
→ -15% | 3% | 2% | 9% | 0% | -28% | 8% | 3.5µM* | -30%
- N#C/C(=C\C=C\c1ccccc1)c1nc(-c2ccc3c(c2)OCO3)cs1
→ -13% | 1% | -2% | 21% | -2% | 34% | -25% | 121%[activator][59 µM] | 21%
- O=C(Cc1ccccc1)N1CCN=C1SCc1ccc([N+](=O)[O-])cc1
→ -19% | -2% | 1% | -6%[57.1 µM] | -7% | 0% | 18% | -11% | -28%
- Cc1ccc(C)c(N2CCN(C(=O)C34CC5CC(C3)CC(n3nnc(C)n3)(C5)C4)CC2)c1
→ -12% | -3% | -4% | 17% | -7% | ? | 156%[activator] | . | -18%
- CCN(CC)CCCN1CC(O)=C(c2nc3ccccc3s2)C1=N
→ -14% | -3% | 5% | 2% | -23% | -2% | 2% | -5%[59 µM] | -11%
- CCn1c(/C=C/c2ccc(O)c(O)c2)nc2ccccc2c1=O
→ 14µM* | -19% | -12% | 22µM* | 79µM* | 71µM* | ? | . | 56µM*
- CCOC(=O)C1(Cc2ccccc2C)CCCN(C(=O)CCc2c(C)noc2C)C1 (configuration not stated)
→ -4% | 36% | -2% | 47% | 2% | -12% | 5% | 66%[activator] | -7%
- COCCn1c(SCC(=O)c2[nH]c(C)c(C(C)=O)c2C)nc2ccccc2c1=O
→ -7% | -1% | -10% | -8% | -3% | -17% | 3% | 21%[12.7 µM] | -10%
- CCc1nc2c(sc3nc4c(cc32)COC(C)(C)C4)c(=O)n1Cc1ccco1
→ ? | 1% | 1% | 21% | -16% | ? | ? | ? | -27%
- N#CCC(=O)Nc1ccc(C(=O)NNC(=S)NC2CCCCC2)cc1
→ -12% | 6% | . | . | -5% | . | 18% | . | -9%
- COc1ccc2c(CC(=O)NNC(=O)c3cccs3)coc2c1
→ -10% | 31% | . | . | -17% | 9% | 23% | -27% | -23%

# Entries from the list above that have fluorine (5):
# The line under a structure holds: POLH inh | APEX1 inh | BLM inh | Pol beta inh | Pol kappa inh | BAZ2B block | POLI inh | G9a block | JMJD2A Tudor
- CCOC(=O)c1c(NC(=O)CSc2nnc(CNc3ccc(F)cc3)o2)sc(C(C)=O)c1C
→ 9% | -10% | -4% | ? | -4% | 50µM* | 2% | 33%[2.33 µM] | -35%
- CCc1nc2ccc(C(=O)NCCCN3CCN(c4ccc(F)cc4)CC3)cc2nc1CC
→ -4% | -7% | -3% | 29% | -8% | ? | 40%[activator] | -5% | -32%
- CCOC(=O)N1CCc2c(sc3ncn(Cc4ccc(F)cc4)c(=O)c23)C1
→ ? | 1% | -5% | -16% | -12% | -3% | ? | 7%[59 µM] | -6%
- Cc1ccc(C(C(=O)NC2CCCC2)N(Cc2ccc(F)cc2)C(=O)c2snc(C(N)=O)c2N)o1 (configuration not stated)
→ ? | 50%[activator] | -9% | -14% | -6% | -26% | -1% | 1% | -16%
- CC1CCN(c2csc3ccc(F)cc3c2=O)CC1
→ -18% | . | 0% | 12% | -12%[60.1 µM] | -20% | 20% | -3%[59 µM] | -28%

# The list goes on:
# The line under a structure holds: POLH inh | APEX1 inh | BLM inh | Pol beta inh | Pol kappa inh | BAZ2B block | POLI inh | G9a block | JMJD2A Tudor
- COc1ccc(OC(=O)c2ccncc2)cc1
→ -10% | 4% | 1% | 4% | -6% | 0% | 18% | 20% | -2%
- O=C(Nc1cc([N+](=O)[O-])ccc1Cl)C1CC1
→ -10% | 2% | 4% | 0% | -15% | -5% | 24% | 2%[59 µM] | -4%
- CCCC1(c2ccccc2)NC(=O)NC1=O (configuration not stated)
→ -21% | 21% | 0% | 29% | -4% | -1% | 26% | 23% | -12%
- N#Cc1c(NCCN)nc(-c2ccccc2)c2c1CCCC2
→ -19% | -2% | -6% | 25% | -9% | -4% | 10% | 16% | -6%
- O=C(NCc1ccc(F)cc1)c1cc(-c2ccc(Cl)cc2)n[nH]1
→ -7% | . | -3% | 23% | -6% | -4% | -4% | 0%[59 µM] | -12%
- Cc1ccc(C(=O)Nc2cccc(-c3nc4cccnc4s3)c2C)cc1
→ -19% | . | -3% | -16% | -18% | -9% | -25% | -20%[59 µM] | -32%
- CC(=O)N(C)c1ccc(NC(=O)Nc2ccccc2C)cc1
→ -12% | 16% | -1% | 5% | 5% | -6% | 14% | 0% | -6%

# Screens as filed in PubChem BioAssay.
